Compound activity deposited in PubChem BioAssay by National Center for Advancing Translational Sciences (NCATS).
L3MBTL1 block = blocks human L3MBTL1; 230,000 tested, 0.66% active; AlphaScreen L3MBTL1–H3K9me1 peptide binding; Potency, µM (series often up to 57.1 µM), for inactives: top-dose activity, negative = inhibition, usual class: inhibitors; further: on the % scale 0 is the no-effect control and ±100 the full control effect; nearly all actives have a fitted effect of over 60% in size
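AlphaScreen proximity signal between nickel-chelate acceptor and streptavidin donor beads (final 10 ug/mL) reports binding of 50 nM L3MBTL1 to 75 nM biotin-H3 K9me1 peptide; complex incubated with compounds 30 min at room temperature; cefsulodin titration as control.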
HTT cytoprotect = protects HTT-Q103 PC12 cells, measured by ATP. 230,000 tested, 0.14% active. Potency, µM (top dose mostly 56.4 µM), for the others: cytoprotection (ATP increase), actives largely listed as activators. AID 1471. PC12 HTT-Q103 induced, cytoprotection, ATP luminescence, 40 h;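 further: % of control where 0% means no effect; nearly all actives have a fitted effect of over 45% in size; toxic huntingtin expression switched on by the ecdysone agonist tebufenozide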
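Quantitative HTS on tebufenozide-induced (100 nM) PC12 cells expressing HTTQ103 exon 1–GFP; compounds tested as a concentration series; survival measured via cellular ATP.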
TexasRed fluor = alters Texas Red total fluorescence, flagging assay interference | 280,000 tested, 0.29% active | TRb/SRC2 Texas Red total fluorescence interference | Potency, µM (highest dose often 106 µM), inactives show top-dose fluorescence change, negative = quenching; active means well fitted curve in either direction with a large enough effect; inconclusive means small, poorly fitted or top-dose-only effect; further: on the % scale 0 is the no-effect control and ±100 the full control effect
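Human TRβ ligand-binding domain (0.6 uM) and Texas Red SRC2 peptide (20 nM) in Tris buffer with 1 uM T3 and 5% DMSO were incubated with pinned compound for 5 hr at ambient temperature. Total fluorescence was computed as S + 2P (555/632 nm).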
RECQ1 helicase = inhibitors of human RECQ1 DNA helicase. RECQ1 DNA unwinding, red fluorescence kinetic read. Potency, µM (top dose mostly 57.3 µM), inactives show top-dose activity, negative = inhibition, actives largely listed as inhibitors. 240,000 tested, 0.54% active. AID 2549;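 further: plate controls were vehicle for no effect and no enzyme for full effect; nearly all actives have a fitted effect of over 30% in size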
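RECQ1T1 50 nM; forked duplex (20 bp + 30-nt ss tails) 200 nM, ATP 2 mM final; pH 8.0, 2 mM MgCl2, 2.5 ug/ml poly(dI-dC); 15 min compound preincubation; discontinuous kinetic read over 2 h at RT.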
Tau fibril FP = inhibitors of human tau fibril formation; P10636; Potency, µM (highest dose often 57.7 µM), for the others: at the top dose activity, negative = inhibition, actives largely listed as inhibitors; 280,000 tested, 0.39% active; K18 P301L tau heparin fibrillization, Alexa594 FP, 6 h; further: on the % scale 0 is the no-effect control and ±100 the full control effect; nearly all actives have a fitted effect of over 55% in size
Target sequence (P10636 561-689 P618L limits assumed): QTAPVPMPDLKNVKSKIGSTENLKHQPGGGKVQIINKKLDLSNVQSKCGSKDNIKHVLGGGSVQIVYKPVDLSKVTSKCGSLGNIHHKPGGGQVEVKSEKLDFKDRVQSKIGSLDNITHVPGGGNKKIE
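K18 P301L tau (15 uM unlabeled/0.24 uM Alexa 594-labeled, final) + compound + heparin 20 uM final; 100 mM NaOAc pH 7; 6 hr 37 C; ThT 30 uM final added, 1 hr RT; FP ex 555/em 632 nm.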
Tau fibril ThT = tau fibrillization inhibition (ThT binding); recombinant tau K18 P301L, heparin-induced fibrillization, ThT fluorescence; AID 1460; P10636; 270,000 tested, 2.1% active; Potency, µM (doses to about 57.4 µM), for the others: at the highest dose activity, negative = inhibition, hits mostly inhibitors; further: on the % scale 0 is the no-effect control and ±100 the full control effect; nearly all actives have a fitted effect of over 55% in size
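Tau K18 P301L fragment (15 uM unlabeled plus 0.24 uM Alexa 594-labeled) in 100 mM sodium acetate pH 7 with compound, fibrillization induced by 20 uM heparin for 6 hr at 37 C. Thioflavin T (30 uM) added, fluorescence read after 1 hr (ex 450, em 510 nm).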
TRb-SRC2 inh = TRbeta-SRC2 interaction inhibition | P10828 | TRbeta-SRC2 peptide binding, fluorescence polarization; receptor liganded with 1 µM T3 | Potency, µM (series often up to 106 µM), inactives show at the highest dose activity change, negative = inhibition, most hits filed as inhibitors | 280,000 tested, 0.065% active | AID 1469;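 further: plate controls were bound peptide for no effect and peptide without receptor for full effect; nearly all actives have a fitted effect of over 50% in size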
Target sequence (P10828 whole entry, looked up): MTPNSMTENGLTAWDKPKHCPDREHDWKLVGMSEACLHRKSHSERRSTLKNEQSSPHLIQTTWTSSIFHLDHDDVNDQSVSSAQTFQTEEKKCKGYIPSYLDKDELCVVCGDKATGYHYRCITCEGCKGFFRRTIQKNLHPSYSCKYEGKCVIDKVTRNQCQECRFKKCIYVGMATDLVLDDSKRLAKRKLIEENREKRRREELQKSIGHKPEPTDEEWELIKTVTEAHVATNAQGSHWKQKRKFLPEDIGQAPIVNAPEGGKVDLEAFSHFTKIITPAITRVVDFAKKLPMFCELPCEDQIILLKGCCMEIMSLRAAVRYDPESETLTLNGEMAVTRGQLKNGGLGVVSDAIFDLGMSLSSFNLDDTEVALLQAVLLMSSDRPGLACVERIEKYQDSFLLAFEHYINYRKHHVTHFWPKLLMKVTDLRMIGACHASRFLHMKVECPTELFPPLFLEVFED
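Assay buffer: 20 mM Tris-HCl, 100 mM NaCl, 10% glycerol, 1 mM EDTA, 0.01% NP-40, 1 mM DTT, 1 uM T3, 5% DMSO; TRb LBD 0.6 uM, Texas Red SRC2 20 nM; FP after 5 hr.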
Tau fluor counter = counter-screen for tau fibril formation inhibitors; tau K18 P301L (four-repeat tau fragment) Alexa594 fluorescence, heparin fibrillization; 280,000 tested, 0.93% active; Potency, µM (series often up to 57.7 µM), for the others: at the highest dose activity change, negative = decrease; further: on the % scale 0 is the no-effect control and ±100 the full control effect; nearly all actives have a fitted effect of over 55% in size
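Human K18 P301L tau (15 uM unlabeled plus 0.24 uM Alexa 594-labeled, final) in 100 mM sodium acetate pH 7 was mixed with compound and 20 uM heparin and incubated 6 hr at 37 C.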
* = called active by the depositor; i = inactive; ? = inconclusive; nt = no result given; [ ] = dose if it differs, or a comment. Unless noted, the call rests on the fitted dose curve; in most records, active means well fitted curve in the direction sought with a large enough effect; inconclusive means small, poorly fitted or top-dose-only effect, or another doubt; inactive means no such curve, though single readings can be large; an effect the other way counts as inactive or inconclusive. Potency means the concentration at half of the fitted maximal effect. Some of the compounds tested; count on the stated rates, not on these rows.

SMILES	L3MBTL1 block	HTT cytoprotect	TexasRed fluor	RECQ1 helicase	Tau fibril FP	Tau fibril ThT	TRb-SRC2 inh	Tau fluor counter
O=c1[nH]c(O)c(N=Nc2ccc(SC(F)F)cc2)c(=O)[nH]1	-7.3%	-15.2%[10 µM]	-2.1%	-7.4%	1.5%	?	0.8%	-12.6%
COc1ccc(CN2C(=O)NC(=O)/C(=C/c3ccc([N+](=O)[O-])s3)C2=O)cc1	28.2µM*	7.9%[10 µM]	-3.0%	31.6µM*	25.1µM*	7.94µM*	16.2%	?
OCC1(CO)COC(c2cccnc2)N1 (configuration not stated)	8.8%	14.0%[10 µM]	-2.2%	-2.3%	-4.3%	0.6%	4.0%	2.0%
CCNC(=S)N(C)CCc1cc2c(c(OC)c1C=C1C(=O)N(C)C(=O)N(C)C1=O)OCO2	nt	15.4%[10 µM]	-0.3%	-7.6%	-7.3%	?	1.2%	-13.6%
Cc1nn(-c2ccccc2)c(Cl)c1C1C(C#N)=C(N)Oc2c1c(=O)oc1ccccc21 (configuration not stated)	-13.6%[11.4 µM]	-11.5%[10 µM]	2.7%	i	-16.3%	-17.4%	-16.7%	?
CCC(=O)N1c2ccc(S(=O)(=O)CCC(=O)N3CCC4(CC3)OCCO4)cc2CC1C (configuration not stated)	-4.7%	-6.2%	-0.9%	-10.4%	-3.4%	-2.7%	-6.4%	2.3%
CN1[C@@H]2CC[C@H]1CC(OC(c1ccc(F)cc1)c1ccc(F)cc1)C2 (some centres not stated)	nt	-18.8%	-1.4%	-8.0%	-14.4%	-6.3%	-2.5%	-8.3%
CCOc1cccc(=NC2CCCCC2)c2c(C)[nH]c(C)c12	-12.6%	-36.8%[10 µM]	-2.3%	-15.4%	0.7%	8.91µM*	-1.4%	0.8%
CCCCCCn1c(O)c(/C=N/N2CCCCCC2)c(=O)[nH]c1=O	5.9%	0.9%[10 µM]	-2.4%	-2.7%	-11.1%	?	2.0%	-20.0%
CN1C(=O)C(=Cc2ccccc2OCc2ccc(C(=O)O)cc2)C(=O)N(C)C1=O	3.5%	-15.9%	0.8%	23.0%	-17.6%	?	-3.9%	-11.3%
CN(C(=O)Oc1ccc(C(=O)c2ccc(Cl)cc2)cc1)c1ccccc1	35.9%[activator]	37.8%[10 µM]	-1.3%	-3.0%	-4.4%	-10.0%	-5.6%	-13.0%
COc1ccc(OCC(=O)N2CCN(Cc3c[nH]c4ccccc34)CC2)cc1	-3.0%	-71.0%[inhibitor][10 µM]	0.7%	-0.9%	8.4%	-18.7%	-5.2%	-17.0%
COC(=O)C12C/C=C\Cc3ccccc3[C@@H]1CNC2=O (some centres not stated)	nt	6.5%	-3.0%	0.5%	?	-6.6%	2.3%	-16.1%
O=C(Cc1ccccc1)Oc1cccc(N2C(=O)CCC2=O)c1	-10.5%	-3.2%	6.5%	-4.5%	-4.3%	9.7%	22.1%	10.1%
Oc1ccc(Cl)cc1CN1CCN(Cc2ccccc2)CC1	nt	-9.0%	1.6%	4.8%	3.6%	-8.1%	3.6%	-13.8%
CC(C)Oc1cc(-n2c(=S)[nH]c3ccccc3c2=O)c(Cl)cc1Cl	6.7%	-50.5%[inhibitor]	-1.5%	-15.5%	?	1.4%	0.5%	-28.2%
O=c1cc(C(F)(F)F)c2cc3c4c(c2o1)CCCN4CCC3	nt	-7.4%[10 µM]	2.6%	i	-4.4%	6.2%	-6.3%	-20.2%
CCn1cc(C(=O)c2cccs2)c2ccccc21	nt	2.7%	-0.5%	i	-5.9%	-16.6%	-9.7%	-18.1%
COc1ccc(OC)c([C@@H](O)[C@H](C)NC(C)(C)C)c1	-3.4%	nt	2.0%	-8.8%	-10.6%	-8.8%	-2.6%	-9.4%
O=C(O)CCC1NCC2CC1CN1CCCCC21 (configuration not stated)	nt	nt	-11.5%	i	-11.4%	-2.0%	3.0%	-4.0%
COc1ccc(C2CC(c3c(O)n(CCc4ccccc4)c(=O)[nH]c3=O)=NN2)cc1OC (configuration not stated)	-15.0%	6.0%[10 µM]	-2.8%	-11.7%	8.1%	?	2.5%	?
CCOc1ccc(CN(CCc2ccc3c(c2)OCO3)Cc2ccc(OC)c(Br)c2)cc1	nt	nt	-1.3%	nt	-14.3%	-11.0%	3.1%	-17.8%
CCOc1ccccc1NC(=O)c1sc2nc3c(cc2c1N)CN(Cc1ccccc1)CC3	nt	nt	-4.9%	nt	16.6%	-14.0%	1.2%	?
COc1ccc(-n2c(C)cc(C(=O)C[N+]34CCN(CC3)CC4)c2C)cc1	nt	-3.7%	-1.6%	-8.1%	-3.6%	-6.5%	0.3%	-6.9%

Random excerpt: 3 entries already listed.
SMILES	L3MBTL1 block	HTT cytoprotect	TexasRed fluor	RECQ1 helicase	Tau fibril FP	Tau fibril ThT	TRb-SRC2 inh	Tau fluor counter
O=C(Cc1ccccc1)Oc1cccc(N2C(=O)CCC2=O)c1	-10.5%	-3.2%	6.5%	-4.5%	-4.3%	9.7%	22.1%	10.1%
CCOc1ccccc1NC(=O)c1sc2nc3c(cc2c1N)CN(Cc1ccccc1)CC3	nt	nt	-4.9%	nt	16.6%	-14.0%	1.2%	?
COc1ccc(-n2c(C)cc(C(=O)C[N+]34CCN(CC3)CC4)c2C)cc1	nt	-3.7%	-1.6%	-8.1%	-3.6%	-6.5%	0.3%	-6.9%

(cont.)
SMILES	L3MBTL1 block	HTT cytoprotect	TexasRed fluor	RECQ1 helicase	Tau fibril FP	Tau fibril ThT	TRb-SRC2 inh	Tau fluor counter
Oc1cc(Cl)c(Cl)cc1Cl	nt	-7.5%	-1.8%[201 µM]	-14.1%	nt	nt	-6.2%[201 µM]	nt
CCN(CC)c1ccc(CC2C(=O)N(C)C(=O)N(C)C2=O)cc1	?	2.7%	?	31.6µM*	?	?	nt	25.1µM*[fluorescent]
C/C=C1\C[C@H](C)[C@@](O)(CO)C(=O)OCC2=CCN3CC[C@@H](OC1=O)[C@@H]23	nt	-44.3%[inhibitor][17.1 µM]	-1.6%[53 µM]	-16.1%[25.9 µM]	nt	nt	-6.6%[53 µM]	nt
COc1ccc(N(CC(=O)Nc2cccc(SC)c2)S(C)(=O)=O)cc1Cl	-18.5%	1.1%	1.7%	-4.6%	-14.3%	-0.2%	2.8%	?
CCOC(=O)C1OC1(C)c1ccccc1 (configuration not stated)	nt	-5.1%	-1.3%	-5.3%	nt	nt	-2.0%	nt
CCC(=O)Nc1ccc(N2CCN(CC)CC2)c(Cl)c1	1.6%	-13.5%	-3.4%	-7.4%	-2.9%	-9.3%	-1.0%	-6.3%
CCOC(=O)c1c(C)[nH]c(C)c1S(=O)(=O)N1CCC(C(=O)N2CCN(c3ccc(Cl)cc3)CC2)CC1	nt	nt	-4.2%	nt	?	-6.5%	-3.4%	-23.6%
O=[N+]([O-])c1ccccc1	nt	?	-0.4%[201 µM]	6.3%	nt	nt	2.9%[201 µM]	nt
CC(C)c1ccc(O)c(CN2CCN(c3ccccc3)CC2)c1	-2.3%	-30.4%	-1.3%	14.4%	7.3%	-5.1%	-7.8%	-3.1%
CCOc1ccc(C(=O)Nc2ccc3nc(SCCOc4ccccc4)sc3c2)cc1	nt	nt	6.3%	nt	?	-12.4%	-4.8%	-9.2%
Cc1ccc(/C=C2\C(=O)NC(=S)N(c3ccccc3F)C2=O)s1	?	-11.2%[10 µM]	-3.1%	-0.9%	1.2%	17.8µM*	1.5%	?
CC(NC(=O)Cc1cccc2ccccc12)C(=O)N1CCC(=O)CC1 (configuration not stated)	nt	-42.6%[inhibitor]	0.5%	i	0.7%	-8.8%	3.1%	-7.0%
CC(=NCCCn1ccnc1)c1c(O)n(C)c(=O)n(C)c1=O	-6.1%	1.6%[0.074 µM]	1.1%	-3.9%	5.3%	-0.9%	-3.4%	3.7%
Cc1cc(/C=C2\C(=O)NC(=S)N(C)C2=O)c(C)n1C1CCCCC1	-8.4%	-1.4%[10 µM]	2.7%	-12.1%	-1.0%	?	10.5%	-10.5%
CCOC(=O)C1=C(N)Oc2cc(C)oc(=O)c2C12C(=O)N1c3c(cccc32)C(C)CC1(C)C (configuration not stated)	nt	5.8%	0.3%	5.3%	-4.9%	3.1%	-13.6%	-10.0%
CCn1c(O)c(C=Nc2ccc(S(N)(=O)=O)cc2)c(=O)[nH]c1=S	-1.8%	nt	1.2%	-21.9%	?	?	6.6%	-3.7%
CCC1CN2CCC1CC2C(O)c1ccnc2ccccc12 (configuration not stated)	nt	19.2%[1.9 µM]	0.2%	5.5%	0.0%	1.8%	1.9%	-3.6%
O=C(O)C12C3CCCC1C32c1ccccc1 (configuration not stated)	5.9%	4.3%	-0.1%	-6.5%	0.2%	-10.0%	-4.4%	-3.6%
CC(C)CCNC(=O)c1c(N)n(CC2CCCO2)c2nc3ccccc3nc12 (configuration not stated)	nt	7.0%[0.074 µM]	-3.7%	?	-7.5%	?	nt	?
O=C1CC(c2ccccc2)CN1 (configuration not stated)	1.6%	-3.6%[10 µM]	-1.3%	i	-0.6%	1.9%	-0.2%	1.8%
CC(C(=O)OC1CC2CCC(C1)N2C)c1ccc(Br)cc1 (configuration not stated)	nt	-40.2%[inhibitor]	0.1%	i	-4.9%	0.1%	2.1%	-8.7%
OCC#CC[N+]1(CC#Cc2ccccc2)CCOCC1	nt	-14.3%	0.5%	4.1%	-1.5%	10.1%	0.3%	15.5%
Cn1c(C(=O)O)c(CC(=O)N2CCN(Cc3ccccc3)CC2)c2ccccc21	7.8%	8.2%	6.1%	-6.4%	-8.7%	-1.4%	-0.7%	4.0%
CCN1C(=O)C(=C/C=C/c2ccco2)C(=O)N(CC)C1=S	12.6µM*	-11.4%[10 µM]	28.2µM*[fluorescent]	-22.2%	?	15.8µM*	nt	-13.4%
O=c1[nH]c(=O)n(CCC2=CCCCC2)c(O)c1C=Nc1cccc(F)c1	-14.3%	4.6%	-1.0%	-2.0%	4.1%	5.4%	1.7%	6.7%
